sPLA2-III inh – Blocks human group III sPLA2 activity; Q9NZ20; QFRET BODIPY PC-A2 liposome hydrolysis, fluorescence; inhibition, % at 12.2 µM; 0.56% of 370,000 active;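 active = inhibition above mean plus 3 SD of compounds lying within the high and low control bounds, cut at about 19% in these data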;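 note: 0% = median of test compound wells and 100% = no enzyme DMSO wells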
Target sequence (Q9NZ20 whole entry, looked up): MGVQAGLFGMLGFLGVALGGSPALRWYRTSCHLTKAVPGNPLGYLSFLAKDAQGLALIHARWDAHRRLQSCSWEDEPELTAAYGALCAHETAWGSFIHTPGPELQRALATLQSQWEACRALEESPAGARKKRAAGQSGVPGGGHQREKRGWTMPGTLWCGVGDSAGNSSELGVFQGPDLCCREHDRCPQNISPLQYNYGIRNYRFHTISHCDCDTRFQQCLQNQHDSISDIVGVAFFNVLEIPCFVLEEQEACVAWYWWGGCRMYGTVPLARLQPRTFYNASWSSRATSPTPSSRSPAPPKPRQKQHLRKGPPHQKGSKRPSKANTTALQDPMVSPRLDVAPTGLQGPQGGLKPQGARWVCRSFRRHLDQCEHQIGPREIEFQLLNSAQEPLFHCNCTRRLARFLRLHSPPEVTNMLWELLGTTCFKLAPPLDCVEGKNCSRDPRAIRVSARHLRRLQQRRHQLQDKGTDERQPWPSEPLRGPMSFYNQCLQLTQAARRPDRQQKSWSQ
NPR1 activator – GC-A (human) enzyme activation; HEK293 GC-A cells, cGMP TR-FRET, EC30 ANP; 0% at EC30 ANP, 100% saturating ANP; 0.14% of 370,000 active; activation, % at 10 µM; in the data active = activation above about 40%
DDE Tn6 FP inh – DD(E)-Tn6 binding inhibition, primary FP screen; P02675; Fibrin DD(E) TRITC-Tn6 fluorescence polarization displacement; inhibition, % at 8.3 µM; 0.21% of 370,000 active; AID 720509;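 active = inhibition above a per-campaign cutoff: mean of compounds within control limits plus 3 SD, cut at about 15% in these data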;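 note: 0% = median of all compound wells on the plate and 100% = blocking peptide control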
GAA850 FXN act – activators of GAA850 frataxin (FXN) promoter; 0.56% of 360,000 active; AID 540364; HEK293 lucGAA850 FXN promoter luciferase reporter, 24 h; percent of 10 µM SAHA response; activation, % at 6 µM;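 active = activation above the average of all compounds screened plus 3 SD, cutoff fixed separately per campaign, cut at about 7.5% in these data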;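 note: 0% = DMSO wells and 100% = 10 µM SAHA wells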
GC-B act – GC-B (human) receptor activation; P20594; HEK293-GC-B cells, CNP EC30, cGMP TR-FRET; 0% at EC30 CNP, 100% saturating CNP; activation, % at 10 µM; 0.11% of 370,000 active; AID 1920062;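 active = activation at 10 µM reaching about 35% in either raw or pattern-adjusted values, limit read from the data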
KLK7 zymogen act – activators of human kallikrein-7 zymogen | activation, % at 7 µM | 0.9% of 370,000 active | P49862 | purified proKLK7, EDANS-DABCYL substrate fluorescence; 100% is mature enzyme control, 0% vehicle;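 active = activation above the mean of all tested compounds plus 3 SD, computed per campaign excluding outliers beyond control limits, cut at about 13% in these data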
ADAM10 inh – inhibits human ADAM10; recombinant ADAM10, EDANS/DABCYL FRET peptide cleavage, 3 h; inhibition, % at 7 µM; O14672; 0.62% of 370,000 active;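 active = inhibition above a per-campaign cutoff equal to the mean of compounds falling between control-based bounds plus 3 SD, cut at about 20% in these data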;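 note: 0% = DMSO wells while the 100% control is not disclosed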
rCAG RNA binder – molecules binding r(CAG) RNA repeats; 1.3% of 370,000 active; AID 651821; r(CAG) RNA repeat, TO-PRO-1 dye displacement fluorescence; inhibition, % at 3 µM;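 active = inhibition above the plate cutoff, the mean of all test compounds on that plate plus 3 SD, cut at about 35% in these data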;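 note: 0% = DMSO alone and 100% = 100 µM mitoxantrone as full dye displacement; higher means more dye released from RNA so lower well fluorescence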
ASAP1 GAP inh – inhibitors of human ASAP1 ArfGAP activity; ASAP1-stimulated ARF1 GTP hydrolysis, GDP FP detection; inhibition, % at 16.5 µM; Q9ULH1; 0.19% of 360,000 active; in the data active = inhibition above about 25%;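 note: 0% = vehicle with enzyme and substrate and 100% = no enzyme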
Target sequence (Q9ULH1 325-724 limits assumed): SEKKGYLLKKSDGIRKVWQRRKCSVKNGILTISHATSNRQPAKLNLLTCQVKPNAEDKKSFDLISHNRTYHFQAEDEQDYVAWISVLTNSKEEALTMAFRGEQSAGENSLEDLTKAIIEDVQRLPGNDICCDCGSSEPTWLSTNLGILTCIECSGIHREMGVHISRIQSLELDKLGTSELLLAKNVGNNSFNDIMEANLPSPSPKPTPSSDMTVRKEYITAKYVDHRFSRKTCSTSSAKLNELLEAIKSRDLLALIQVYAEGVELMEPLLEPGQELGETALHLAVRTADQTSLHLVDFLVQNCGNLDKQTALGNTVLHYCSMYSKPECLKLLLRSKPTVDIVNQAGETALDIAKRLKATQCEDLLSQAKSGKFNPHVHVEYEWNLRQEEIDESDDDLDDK
ARFGAP1 inh – inhibits rat ARF GTPase activating protein 1 | Q62848 | 0.26% of 360,000 active | inhibition, % at 16.5 µM | Arfgap1-stimulated ARF1 GTP hydrolysis, GDP FP detection;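 active = inhibition above a per-plate limit, mean inhibition of low control wells plus 3 SD, cut at about 25% in these data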;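 note: 0% = DMSO wells with enzyme and 100% = wells lacking Arfgap1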
Target sequence (Q62848 1-136 limits assumed): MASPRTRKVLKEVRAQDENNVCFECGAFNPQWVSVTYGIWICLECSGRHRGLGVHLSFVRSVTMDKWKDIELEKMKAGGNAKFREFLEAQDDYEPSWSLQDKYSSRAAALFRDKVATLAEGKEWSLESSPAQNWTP
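Material: rat Arfgap1 catalytic domain, aa 1-136; also added: human ARF1(Δ1-17)-GTP substrate; compound dosing: one concentration, 16.5 µM, DMSO 1.26%; incubation: GTP hydrolysis reaction 2 h at 25 °C; measured by: Tracer-displacement fluorescence polarization with EDTA stop, 620/688 nm; evaluation: % inhibition from polarization; repeats: one replicate per compound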
Numbers without * were called inactive. Rows are unselected, and some 4.5% of all compounds hit somewhere here.

`COc1ccc(C(=O)NNC(=O)C2CC=CCC2)cc1` (stereo not drawn) gave sPLA2-III inh 0, NPR1 activator 3, DDE Tn6 FP inh 4, GAA850 FXN act 4.5, GC-B act 7, KLK7 zymogen act 0.0, ADAM10 inh -4, rCAG RNA binder 1, ASAP1 GAP inh 1 and ARFGAP1 inh -11.
Screening Cc1ccc(NCCC(=O)c2cccs2)cc1Cl returned sPLA2-III inh 1, NPR1 activator 2, DDE Tn6 FP inh -8, GAA850 FXN act 2.4, GC-B act 3, KLK7 zymogen act 0.3, ADAM10 inh 6, rCAG RNA binder -4, ASAP1 GAP inh 0 and ARFGAP1 inh 1.
`CC(C)CCN1CCN(Cc2ccc(Sc3nncn3C)o2)CC1CCO` (stereo not drawn) gave sPLA2-III inh 13, NPR1 activator 1, DDE Tn6 FP inh -11, GAA850 FXN act 0.5, GC-B act 2, KLK7 zymogen act -0.7, ADAM10 inh -9, rCAG RNA binder 1, ASAP1 GAP inh -18 and ARFGAP1 inh 0.
CC(C)c1ccc(NC2=CC(=O)CC(C)(C)C2)cc1 was read as sPLA2-III inh 9, NPR1 activator 0, DDE Tn6 FP inh 1, GAA850 FXN act 3.0, GC-B act 1, KLK7 zymogen act -0.4, ADAM10 inh 1, rCAG RNA binder 2, ASAP1 GAP inh 5 and ARFGAP1 inh -15.
`COc1ccc(C)cc1S(=O)(=O)NC1CC1` gave sPLA2-III inh 16, NPR1 activator 5, DDE Tn6 FP inh 0, GAA850 FXN act 0.3, GC-B act 4, KLK7 zymogen act -0.1, ADAM10 inh -4, rCAG RNA binder -3, ASAP1 GAP inh 14 and ARFGAP1 inh -6.
Screening CC(=O)Nc1nnc(SCC(=O)N2CCc3ccccc32)s1 returned sPLA2-III inh -3, NPR1 activator -2, DDE Tn6 FP inh 2, GAA850 FXN act -0.6, GC-B act 1, KLK7 zymogen act -0.4, ADAM10 inh -4, rCAG RNA binder -1, ASAP1 GAP inh -2 and ARFGAP1 inh 2.
CC(=O)Oc1ccc(/C=C2/C(=O)N(c3ccccc3)N=C2C)cc1 was read as sPLA2-III inh 10, NPR1 activator 16, DDE Tn6 FP inh -14, GAA850 FXN act 1.2, GC-B act 0, KLK7 zymogen act 0.7, ADAM10 inh 9, rCAG RNA binder 32, ASAP1 GAP inh 5 and ARFGAP1 inh 22.
For O=C(NNC(=S)Nc1ccccc1C(F)(F)F)C1CC1 the results were sPLA2-III inh 12, NPR1 activator 0, DDE Tn6 FP inh 0, GAA850 FXN act 1.1, GC-B act 0, KLK7 zymogen act 0.4, ADAM10 inh -4, rCAG RNA binder 0, ASAP1 GAP inh 12 and ARFGAP1 inh 8.
`CSc1ccc(C(=O)N2CCC(CCC(=O)NC3CC3)CC2)cc1` gave sPLA2-III inh -2, NPR1 activator -2, DDE Tn6 FP inh 1, GAA850 FXN act 0.5, GC-B act -2, KLK7 zymogen act 0.7, ADAM10 inh -1, rCAG RNA binder -3, ASAP1 GAP inh -14 and ARFGAP1 inh 0.
For O=[N+]([O-])c1ccccc1CN1CCN(S(=O)(=O)Cc2ccccc2)CC1 the results were sPLA2-III inh -3, NPR1 activator 1, DDE Tn6 FP inh 7, GAA850 FXN act 2.4, GC-B act 3, KLK7 zymogen act -0.4, ADAM10 inh 13, rCAG RNA binder -2, ASAP1 GAP inh -2 and ARFGAP1 inh 1.
Screening Cc1cccc2sc(NNC(=O)c3cc(=O)c4ccccc4o3)nc12 returned sPLA2-III inh 19, NPR1 activator -1, DDE Tn6 FP inh -9, GAA850 FXN act 5.0, GC-B act -5, KLK7 zymogen act -1.1, ADAM10 inh -27, rCAG RNA binder 54*, ASAP1 GAP inh 8 and ARFGAP1 inh -6.
Screening CCOc1cc(/C=C2/NC(=O)N(CC(=O)Nc3cccc(C)c3)C2=O)ccc1OCC(N)=O returned sPLA2-III inh -7, NPR1 activator -1, DDE Tn6 FP inh 3, GAA850 FXN act -1.4, GC-B act -1, KLK7 zymogen act 0.8, ADAM10 inh -41, rCAG RNA binder 8, ASAP1 GAP inh 5 and ARFGAP1 inh 22.
Clc1cccc(-c2nnc(-c3ccno3)o2)c1 was read as sPLA2-III inh 0, NPR1 activator 6, DDE Tn6 FP inh 3, GAA850 FXN act -0.2, GC-B act -2, KLK7 zymogen act -0.2, ADAM10 inh -5, rCAG RNA binder 0, ASAP1 GAP inh 2 and ARFGAP1 inh -7.
Cc1[nH]c2ccccc2c1C(=O)C(=O)N1CCCc2ccccc21 was read as sPLA2-III inh -5, NPR1 activator -8, DDE Tn6 FP inh -2, GAA850 FXN act 2.4, GC-B act -2, KLK7 zymogen act -0.2, ADAM10 inh -5, rCAG RNA binder 12, ASAP1 GAP inh -5 and ARFGAP1 inh 2.
`CC(C)n1c(CSCc2ccc(Cl)cc2Cl)n[nH]c1=S` gave sPLA2-III inh 4, NPR1 activator -1, DDE Tn6 FP inh 4, GAA850 FXN act 0.1, GC-B act -5, KLK7 zymogen act -0.1, ADAM10 inh 9, rCAG RNA binder -2, ASAP1 GAP inh 4 and ARFGAP1 inh 3.
`Cc1ccccc1NC(=O)N1CCC(NC(=O)C2CCCCC2)CC1` gave sPLA2-III inh -3, NPR1 activator 1, DDE Tn6 FP inh -3, GAA850 FXN act -1.1, GC-B act 5, KLK7 zymogen act -0.3, ADAM10 inh 11, rCAG RNA binder -1, ASAP1 GAP inh 3 and ARFGAP1 inh 13.
For O=C(CN1C(=O)NC2(CCCCCC2)C1=O)c1ccccc1 the results were sPLA2-III inh 4, NPR1 activator 2, DDE Tn6 FP inh 3, GAA850 FXN act 1.8, GC-B act 4, KLK7 zymogen act -0.5, ADAM10 inh -7, rCAG RNA binder 7, ASAP1 GAP inh 17 and ARFGAP1 inh 9.
For CC(NC(=O)c1cc([N+](=O)[O-])cc([N+](=O)[O-])c1)C1CC2CCC1C2 (stereo not drawn) the results were sPLA2-III inh 17, NPR1 activator -2, DDE Tn6 FP inh 1, GAA850 FXN act 0.6, GC-B act -6, KLK7 zymogen act 0.3, ADAM10 inh 1, rCAG RNA binder 0, ASAP1 GAP inh -1 and ARFGAP1 inh -13.
For CN(C1CCS(=O)(=O)C1)S(=O)(=O)c1cccs1 (stereo not drawn) the results were sPLA2-III inh 8, NPR1 activator -1, DDE Tn6 FP inh 0, GAA850 FXN act 1.0, GC-B act -2, KLK7 zymogen act 0.2, ADAM10 inh -4, rCAG RNA binder -3, ASAP1 GAP inh 5 and ARFGAP1 inh 8.
`Cc1ccc(C(=O)N2CCC(C(=O)NCc3cccnc3)CC2)cc1` gave sPLA2-III inh 5, NPR1 activator -1, DDE Tn6 FP inh 10, GAA850 FXN act -3.0, GC-B act 1, KLK7 zymogen act 0.4, ADAM10 inh 2, rCAG RNA binder -5, ASAP1 GAP inh -6 and ARFGAP1 inh 1.
For Cc1ccc(N2NC(=O)/C(=C/C=C/c3ccco3)C2=O)cc1C the results were sPLA2-III inh 2, NPR1 activator -6, DDE Tn6 FP inh 1, GAA850 FXN act 1.7, GC-B act -7, KLK7 zymogen act 0.1, ADAM10 inh -2, rCAG RNA binder 19, ASAP1 GAP inh -1 and ARFGAP1 inh 0.
COc1ccc(C(=O)N/C(=C\c2ccc(-c3cccc([N+](=O)[O-])c3)o2)C(=O)NCCCN2CCOCC2)cc1 was read as sPLA2-III inh 1, NPR1 activator 1, DDE Tn6 FP inh -4, GAA850 FXN act -3.5, GC-B act 4, KLK7 zymogen act 0.0, ADAM10 inh 4, rCAG RNA binder 5, ASAP1 GAP inh -3 and ARFGAP1 inh 17.
Screening Cc1ccc(OCCN2CCC2(C)C(=O)NCc2cccc3ccccc23)cc1 (stereo not drawn) returned sPLA2-III inh -5, NPR1 activator -14, DDE Tn6 FP inh -5, GAA850 FXN act 2.7, GC-B act -7, KLK7 zymogen act 0.3, ADAM10 inh 6, rCAG RNA binder 3, ASAP1 GAP inh 5 and ARFGAP1 inh 0.
`CC(=O)Cc1nsc(Nc2cccc(C)c2)n1` gave sPLA2-III inh -22, NPR1 activator -1, DDE Tn6 FP inh 0, GAA850 FXN act 1.2, GC-B act 1, KLK7 zymogen act -0.2, ADAM10 inh 1, rCAG RNA binder 0, ASAP1 GAP inh 6 and ARFGAP1 inh 12.
For Cc1ccc(S(=O)(=O)CCSc2nccn2C)cc1 the results were sPLA2-III inh 6, NPR1 activator -1, DDE Tn6 FP inh 13, GAA850 FXN act 0.7, GC-B act 0, KLK7 zymogen act 0.0, ADAM10 inh 0, rCAG RNA binder -4, ASAP1 GAP inh -10 and ARFGAP1 inh 9.
`Cc1ccc2nc(N3CCN(C)CC3)c(C=O)c(=O)n2c1` gave sPLA2-III inh 2, NPR1 activator 8, DDE Tn6 FP inh -2, GAA850 FXN act 0.5, GC-B act 1, KLK7 zymogen act 7.2, ADAM10 inh -122, rCAG RNA binder -9, ASAP1 GAP inh -9 and ARFGAP1 inh 10.
Screening COc1ccc(-c2cc(C(=O)Nc3nc4c(C)cccc4s3)c3ccccc3n2)cc1OC returned sPLA2-III inh 2, NPR1 activator 2, DDE Tn6 FP inh -5, GAA850 FXN act 0.2, GC-B act 2, KLK7 zymogen act 1.1, ADAM10 inh 0, rCAG RNA binder 7, ASAP1 GAP inh 13 and ARFGAP1 inh -3.
CCCCNC(=S)Nc1ccccc1Cc1ccccc1 was read as sPLA2-III inh 11, NPR1 activator -3, DDE Tn6 FP inh 5, GAA850 FXN act 0.2, GC-B act -1, KLK7 zymogen act 0.0, ADAM10 inh 10, rCAG RNA binder 12, ASAP1 GAP inh 0 and ARFGAP1 inh 14.
`CCCOc1ccc(F)cc1-c1cc(C(=O)NCc2cccc(Cl)c2)[nH]n1` gave sPLA2-III inh -18, NPR1 activator 7, DDE Tn6 FP inh -2, GAA850 FXN act 1.6, GC-B act 6, KLK7 zymogen act 0.1, ADAM10 inh 11, rCAG RNA binder 2, ASAP1 GAP inh -19 and ARFGAP1 inh 9.
For COC(=O)c1sc2nc(C)nc(SCC(=O)C(C)(C)C)c2c1C the results were sPLA2-III inh 1, NPR1 activator -5, DDE Tn6 FP inh 4, GAA850 FXN act 0.4, GC-B act -2, KLK7 zymogen act 0.1, ADAM10 inh 0, rCAG RNA binder -4, ASAP1 GAP inh -1 and ARFGAP1 inh 5.
For COC(=O)[C@@]12C[C@@H](CC(=O)N3CCCC3)C(=O)N(Cc3ccco3)C1=CCC(C)(C)C2 the results were sPLA2-III inh 4, NPR1 activator 2, DDE Tn6 FP inh -1, GC-B act 0, KLK7 zymogen act 0.6, ADAM10 inh -4, rCAG RNA binder -2, ASAP1 GAP inh 6 and ARFGAP1 inh -8.
Screening COc1ccc(C(CCN2CCCC2)c2c(OC)cc(OC)c3c(-c4ccccc4)cc(=O)oc23)cc1 (stereo not drawn) returned sPLA2-III inh -5, NPR1 activator 2, DDE Tn6 FP inh -3, GAA850 FXN act -0.4, GC-B act -1, KLK7 zymogen act -2.2, ADAM10 inh -5, rCAG RNA binder 2, ASAP1 GAP inh -6 and ARFGAP1 inh 3.
CCNC(=S)NCc1ccc(Cl)cc1 was read as sPLA2-III inh 4, NPR1 activator -3, DDE Tn6 FP inh -3, GAA850 FXN act -0.1, GC-B act 7, KLK7 zymogen act -0.7, ADAM10 inh 2, rCAG RNA binder 2, ASAP1 GAP inh -2 and ARFGAP1 inh -1.

Assay outcomes as filed in PubChem BioAssay.
